# Assay outcomes: PubChem BioAssay, several laboratories
# AID2073: disruptors of CaV2.2 binding to Mint1 – biochemical, HTRF (AID 2073); HTRF protein-protein interaction, Mint1-CaV2.2; higher % means a stronger effect; inhibition, % at 20 µM, or IC50 in µM where a hit was titrated; 290,000 compounds, 0.19% hits; in the data active means inhibition mostly above about 51%, no sharp cut-off; inconclusive means no clear call, values can overlap the other calls; inactive means mostly below about 53%; further: some results filed as inactive read as strong as hits
# M1AAP inhibition: P. falciparum M1AAP inhibitors, biochemical, fluorogenic H-Leu-NHMec substrate, 1536-well (AID 1445) | recombinant M1AAP, H-Leu-NHMec fluorogenic kinetic assay; higher % means a stronger effect | one-dose inhibition, % at 30 µM; IC50 in µM for titrated hits | 220,000 compounds, 0.42% hits;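 active means primary inhibition above the hit cutoff, then over 50% inhibition at one or more dose response concentrations, cut at about 23% in these data, passing the limit was not always enough; inconclusive means conflicting primary data, or primary hits not chosen for dose response; inactive means low primary inhibition, or under 50% at every dose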;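 further: plate controls were DMSO full reaction for no effect and no enzyme background for full effect; strong numbers were not always called active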
# M17LAP inhibition: P. falciparum M17LAP inhibitors, primary screen, biochemical, fluorogenic H-Leu-NHMec substrate, 1536-well (AID 1619). recombinant M17LAP, H-Leu-NHMec fluorogenic kinetic assay; higher % means a stronger effect. one-dose inhibition, % at 30 µM; IC50 in µM for titrated hits. 220,000 compounds, 0.38% hits;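 active means compound inhibiting the enzyme by more than half at any dose during confirmatory dose-response retesting; inconclusive means strong single-dose inhibitors picked by rank but not retested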;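 further: plate controls were full reaction with DMSO carrier for no effect and no enzyme background for full effect; strong numbers were not always called active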
# NOD1 NF-kB reporter: NOD1 signaling inhibitors, primary screen, cell-based, luminescence, uHTS (AID 1578). NOD1-driven NF-kB luciferase reporter cells, luminescence; higher % means a stronger effect. one-dose inhibition, % at 4 µM; EC50 in µM for titrated hits. 290,000 compounds, 1% hits; in the data active means inhibition mostly above about 36%, no sharp cut-off; inactive means mostly below about 34%;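 further: HEK-293T reporter cells stimulated with the NOD1 agonist gamma-tri-DAP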
# NOD2 inhibition: inhibition of NOD2-driven NF-kB reporter – cell-based, luminescence, uHTS, HEK293 (AID 1566) | inhibition, % at 4 µM, or EC50 in µM where a hit was titrated | 290,000 compounds, 0.63% hits | HEK293 NOD2/NF-kB luciferase reporter, luminescence; higher % means a stronger effect; further: many of its hits are not listed in these tables
# KOR beta-arrestin-1: kappa opioid receptor blockers – cell-based, luminescence, uHTS (AID 1778); KOR beta-arrestin recruitment, luminescence, antagonist mode; higher % means a stronger effect; inhibition, % at 10 µM, or IC50 in µM where a hit was titrated; 290,000 compounds, 0.091% hits; further: strong numbers were not always called active
# GPR55 beta-arrestin: GPR55 agonists via beta-arrestin recruitment, primary screen, imaging, U2OS cells, beta-arrestin-GFP redistribution (AID 1961); U2OS GPR55 beta-arrestin-GFP redistribution imaging; higher % means a stronger effect; activation, % at 10 µM, or EC50 in µM where a hit was titrated; 290,000 compounds, 0.048% hits;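 active means activation above 40% with more than 50 cells counted in the well; inconclusive means wells holding fewer than 50 cells, flagged as toxic or sparse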;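 further: U2OS osteosarcoma cells stably expressing GPR55 and beta-arrestin-GFP; plate controls were DMSO negative control for no effect and LPI positive control for full effect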
# Dynein cargo inh: dynein cargo transport inhibition; 220,000 compounds, 0.47% hits; 3617.4 mouse cells, GR-EGFP nuclear translocation imaging; test concentration mostly 20 µM; stimulated with dexamethasone, 1 µM; active compounds read low; z-score, hits read low;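 active means plate z-score of nuclear minus cytoplasmic receptor signal below a set negative limit, without overly bright fluorescence or cell loss, cut at about -3.5 in these data, passing the limit was not always enough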;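 further: z-score of nuclear minus cytoplasmic ring GR-EGFP intensity difference per well; some compounds called inactive have numbers as strong as hits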
#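 Buffer or medium: Induction medium lacking tetracycline, stripped serum | Also added: Dexamethasone agonist, 1.0 µM final, for 30 min | Timing: 48 h induction, 1 h compound, 30 min dex at 37 °C | Detection: Formaldehyde fixation, Hoechst nuclear stain, 10x automated fluorescence imaging | Measure: Nuclear versus cytoplasmic GR-EGFP signal, averaged per well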
# KOR beta-arrestin-2: KOR agonists, beta-arrestin recruitment, primary screen, cell-based, luminescence, uHTS (AID 1777); 280,000 compounds, 0.02% hits; one-dose activation, % at 10 µM; EC50 in µM for titrated hits; KOR beta-arrestin recruitment, luminescence; higher % means a stronger effect; in the data active means activation above about 50%, passing the limit was not always enough; further: a part of the inactive calls stands beside numbers as strong as those of hits
# Dynein cargo inh cytoplasmic EGFP: further read-out of Dynein cargo inh, marked with its call; z-score; measured here: cytoplasmic GR-EGFP intensity; active compounds read high
# Dynein cargo inh nuclear GR-EGFP: also measured in Dynein cargo inh; calls as there; z-score; measured here: nuclear GR-EGFP intensity;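 lower value marks the stronger effect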
# Dynein cargo inh cell count: also measured in Dynein cargo inh; calls as there; z-score; measured here: cell count per field
# * = called active by the depositor; ? = inconclusive; · = no result given; [ ] = remark or other dose. Unless noted, no stated cut-off is given here; in the data, active means inhibition above about 50%; inactive means the rest.
SMILES,AID2073,M1AAP inhibition,M17LAP inhibition,NOD1 NF-kB reporter,NOD2 inhibition,KOR beta-arrestin-1,GPR55 beta-arrestin,Dynein cargo inh,Dynein cargo inh cytoplasmic EGFP,Dynein cargo inh nuclear GR-EGFP,Dynein cargo inh cell count,KOR beta-arrestin-2
CC(C)C(=O)c1cn(CC(=O)NCC2CCCO2)c2ccccc12 (centres undefined),6%,-3%,13%,-17%,-8%,14%,-0.1%,-0.15,-0.15,0.19,-0.83,-1.4%
COc1ccc(NC(=O)c2cccc(N3C(=O)C4C5C=CC(C5)C4C3=O)c2)cc1 (centres undefined),3%,·,·,-17%,15%,-31%,-0.2%,·,·,·,·,2.3%
CCCCNC(=O)CCCCC(=O)N/N=C/c1ccccc1Cl,-2%,15%,11%,-11%,12%,·,0.1%,-0.26,-0.18,0.2,-0.89,1.8%
COc1ccc2c(c1OC)C(=O)N(c1nc(SC)n[nH]1)C2=O,4%,·,·,-26%,13%,-47%[20 µM],0.1%,·,·,·,·,-1.1%
CCOC(=O)Cn1nc(NC(=O)c2ccc(C(=O)OC)cc2)cc1C,10%,·,·,40%,-1%,-17%,-0.1%,·,·,·,·,-2.2%
COc1cc(C=O)c(Br)cc1OCC(=O)NCCc1ccccc1,8%,6%,-4%,-20%,-27%,3%,-0.2%,-0.78,-0.33,-0.32,0.97,-8.2%
CCC1=Nc2ccccc2-c2nnc(SC)nc2O1,1%,-1%,11%,-2%,8%,33%,-0.1%,-0.2,-0.25,-0.24,0.45,-4.2%
CCOC(=O)c1ccccc1NC(=O)CSc1nc2ccccc2o1,9%,6%,5%,-89%,-41%,-7%,-0.3%,-0.74,-0.14,-0.19,0.21,-2.6%
CC1CCN(C(=O)Cn2ncc3c([nH]c4ccccc43)c2=O)CC1,14%,·,·,2%,7%,-17%,-0.3%,·,·,·,·,-7.1%
Cn1c(C(=O)Nc2ccccc2)cc2sccc21,-3%,8%,11%,-7%,-46%,19%,0.0%,-1,-0.2,-1,0.15,-1.5%
Cc1ccsc1-c1nc(CSCC(=O)N2CCN(c3ccccc3)CC2)c(C)o1,2%,3%,8%,9%,-13%,12%,-0.1%,-0.29,-0.2,-0.15,0.56,-10%
Cc1cccc(OCC(=O)Nc2cc(C)on2)c1,-12%,-3%,-1%,-18%,10%,19%,0.0%,-0.87,-0.25,-0.46,0.035,-0.7%
CSc1n[nH]c(=O)n1-c1cccc(Cl)c1,?,6%,-4%,-3%,11%,6%,-0.1%,1.3,-0.2,0.41,-0.62,·
CC(O)CNCCNCc1cccs1 (centres undefined),9%,2%,1%,-27%,2%,-3%,-0.1%,-0.05,0.12,0.7,-0.84,-1.4%
O=C(CNC(=O)c1cnccc1C(F)(F)F)c1cccc(Cl)c1,4%,9%,-5%,-4%,19%,13%,0.9%,-0.14,-0.27,-0.3,0.61,-5.2%
O=C1N(c2cccc(Cl)c2)C(c2ccccc2)N2CCCN12 (centres undefined),14%,3%,-1%,-4%,10%,11%,-0.1%,-0.3,-0.23,0.086,0.071,-2.6%
CCn1nnnc1SCC(=O)c1ccc(NC(C)=O)cc1,-3%,-4%,1%,-25%,2%,-13%,1.6%,0.6,-0.4,0.1,0.18,0.3%
COCCn1c(SCC(=O)NCCc2ccccc2)nc2c([nH]c3ccccc32)c1=O,34%,·,·,-18%,14%,20%,0.3%,·,·,·,·,3.0%
Clc1cccc(-c2nn3c(Cn4cnc5ccccc54)nnc3s2)c1,-19%,-2%,4%,-5%,-3%,-2%,0.1%,1.2,-0.15,0.67,0.065,1.3%
CNC(=O)Nc1cccc(NC(=O)NC)n1,4%,-1%,-4%,-24%,-4%,-6%,-0.1%,-0.068,-0.29,0.55,0.072,0.9%
O=c1c2ccccc2nnn1CSc1ccc2ccccc2n1,-4%,2%,-3%,26%,-15%,7%,3.3%,0.17,-0.25,0.16,0.89,5.0%
C=CCn1c(SCc2nc3ccccc3nc2C)nnc1-c1ccoc1C,10%,-1%,4%,14%,12%,-19%,-0.1%,0.25,0.12,0.17,-0.31,-2.5%
O=C(CSc1nnc(Cc2ccccc2)n1C1CCCCC1)N1CCOCC1,14%,5%,9%,-24%,-6%,32%,0.2%,0.027,-0.23,0.19,-0.045,-1.0%
CCOC(=O)c1ccc(NC(=O)N2CCN(c3ccccc3OC)CC2)cc1,-8%,-1%,3%,7%,-15%,-16%[20 µM],0.3%,0.75,-0.22,0.85,-0.45,-2.9%
COc1ccc2c(Cn3cnc4cc([N+](=O)[O-])ccc4c3=O)cc(=O)oc2c1,25%,4%,2%,-7%,23%,-1%,0.1%,0.023,-0.24,0.062,-0.068,5.1%
SMILES,AID2073,M1AAP inhibition,M17LAP inhibition,NOD1 NF-kB reporter,NOD2 inhibition,KOR beta-arrestin-1,GPR55 beta-arrestin,Dynein cargo inh,Dynein cargo inh cytoplasmic EGFP,Dynein cargo inh nuclear GR-EGFP,Dynein cargo inh cell count,KOR beta-arrestin-2
Cc1c([N+](=O)[O-])c([N+](=O)[O-])nn1CC(=O)N1CCOCC1,-1%,-1%,-2%,-1%,13%,4%,-0.3%,-0.56,-0.19,0.44,-0.25,-4.3%
COc1ccc(Cc2nn3c(-c4ccccc4Br)nnc3s2)cc1,8%,2%,9%,32%,-7%,-78%,-0.1%,-0.24,-0.26,-0.11,0.23,6.1%
COc1ccc(-c2n[nH]c(C)c2-c2ccc(Cl)cc2)c(O)c1,9%,8%,10%,16%,-1%,-18%,-0.1%,-0.4,-0.25,-0.41,0.6,3.2%
CNc1nc(N/N=C/c2cc3c(cc2[N+](=O)[O-])OCO3)nc(Nc2ccccc2)n1,6%,4%,13%,-6%,14%,-20%,-0.2%,-0.53,-0.31,-0.12,0.22,-3.7%
CC(C)(C)NC(=O)COC(=O)Cc1ccc(Cl)cc1,-2%,7%,-10%,8%,9%,6%,-0.1%,0.45,-0.11,0.62,0.034,5.5%
CCCN1CCC(N(C)CCc2ccc(OC)c(OC)c2)CC1,14%,1%,-3%,-18%,-18%,-22%,-0.2%,0.95,-0.25,0.35,-0.98,2.4%
CCN(CC)CCNc1nc(-n2nc(C)cc2C)nc2sc3c(c12)CC(C)(C)OC3,-16%,-4%,-6%,6%,-75%,14%,0.5%,0.91,-0.2,0.57,-0.62,2.1%
O=C(NCc1ccccc1)N1CCC(Cc2ccccc2)CC1,-1%,·,·,-7%,-4%,-15%,0.4%,·,·,·,·,9.6%
COc1cccc(-c2noc(CCC(=O)Nc3cccnc3)n2)c1,-6%,1%,4%,-39%,8%,-15%,-0.1%,1.6,-0.12,0.9,-1.7,-2.5%
COc1ccc(NCc2nnc(SCC(=O)NCc3ccccc3)n2-c2ccccc2OC)cc1,-3%,1%,4%,-11%,12%,-10%,-0.2%,-0.63,-0.21,-0.36,-0.52,0.9%
CCOC(=O)CCCSc1nc2sc3c(c2c(=O)[nH]1)CCC3,3%,-3%,3%,-3%,19%,11%,-0.1%,-0.72,-0.13,-0.14,0.19,-2.8%
Cc1cc(NC(=O)c2ccc3c(c2)C(=O)N(C2CCCCC2)C3=O)no1,24%,1%,-8%,-39%,10%,-4%,-0.1%,1.8,-0.097,1.8,-1.3,-4.0%
Cc1ccc(NS(=O)(=O)c2cc(C(=O)NCc3ccccn3)ccc2Cl)cc1,-6%,5%,0%,-37%,3%,27%,1.6%,-0.56,0.08,0.13,0.24,-1.5%
Cc1nc(N2CCN(C(=O)c3ccco3)CC2)c(C#N)c2c1CCCC2,4%,·,·,-14%,15%,-48%,-0.1%,·,·,·,·,0.6%
Cc1nc2ccc(NC(=O)COc3cccc(F)c3)cc2s1,9%,5%,-4%,-29%,5%,16%,-0.7%,-0.23,-0.22,0.22,0.18,-1.6%
Clc1ccc(COc2ccccc2-c2ccnc3ncnn23)cc1,18%,3%,-4%,-28%,-35%,4%,-0.3%,0.34,-0.33,-0.41,0.31,-3.3%
O=C(NC1CCN(C(=S)Nc2ccccc2Cl)CC1)C1CCCCC1,-20%,·,·,-23%,24%,-3%,0.5%,·,·,·,·,-5.8%
S=c1[nH]c(-c2ccccc2)cn1/N=C/c1cccs1,21%,21%,11%,1%,-68%,-14%,0.2%,0.087,-0.25,-0.072,0.41,1.2%
COc1ccc(NC(=S)NC(=O)c2ccccc2Cl)cc1,-9%,?,8%,1%,-24%,-25%,-0.2%,-0.38,-0.34,-0.17,0.51,-3.6%
Cc1cccc(SCC(=O)Nc2ccc3c(c2)OCCO3)c1,4%,·,·,-44%,-70%,-2%,-0.1%,·,·,·,·,-0.8%
COc1ccc(/C=N\Nc2ccccc2[N+](=O)[O-])c(C(=O)O)c1OC,-7%,10%,25%,-12%,1%,29%,-0.1%,0.61,-0.25,0.42,-0.28,4.2%
Cc1ccc(CS(=O)(=O)Cc2ccc(C(=O)NCc3ccccn3)o2)cc1,8%,3%,-4%,·,-7%,-27%,0.6%,0.5,-0.23,0.55,-0.13,5.1%
Cc1cc2c(c(=O)n1CCN(C)C)C(c1ccc(Br)cc1)C(C#N)=C(N)O2 (centres undefined),-10%,7%,-7%,0%,2%,-46%,-0.3%,-0.92,-0.28,-0.09,-0.58,-1.3%
COC(=O)c1ccc(CNC(=O)COC(=O)Cc2ccsc2)cc1,-8%,-3%,0%,-26%,1%,-19%[20 µM],-0.1%,0.61,0.21,1.1,-1.2,-7.2%
Cc1nn(CCCC(=O)NCCc2ccccc2)c(=O)c2nccn12,9%,·,·,-18%,0%,-11%[20 µM],0.7%,·,·,·,·,-3.6%
COC(=O)CSc1nc2c(c(=O)n(C)c(=O)n2C)n1CCC(C)C,-15%,5%,-6%,0%,19%,-13%,1.0%,·,·,·,·,-2.1%
c1ccc(-c2cc(-c3nnco3)c3ccccc3n2)nc1,9%,9%,2%,-28%,-5%,-8%,-0.4%,-0.19,-0.27,0.27,-0.11,-0.3%
COc1ccc(S(=O)(=O)NCc2ccccn2)c(C)c1C,-2%,·,·,-2%,13%,-24%[20 µM],-0.1%,·,·,·,·,1.8%
Cc1cccc(NC(=O)CCC(=O)N/N=C/c2cccnc2)c1,2%,·,·,-30%,6%,17%,-0.2%,·,·,·,·,-1.6%

# Only part of the results is shown; the hit share may differ from the screen's.
